From PubChem BioAssay
Jurkat NFkB inh = lowers PMA/ionomycin-induced NF-kB signal in Jurkat cells. PMA/ionomycin-induced NF-kB luciferase reporter, luminescence. inhibition, % at 4 µM. 0.53% of 330,000 active
CCR6 antag = blocks CCL20-driven beta-arrestin recruitment at human CCR6; P51684; CHO-K1 CCR6 PathHunter beta-arrestin, luminescence, CCL20-stimulated; inhibition, % at 20 µM; 0.49% of 340,000 active;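 active means compounds whose inhibition of the agonist-driven luminescence signal at 20 µM reaches about 50%, limit read from the data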;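 further: cells stimulated with CCL20 at 14 nM final; plate controls were DMSO with CCL20 for no effect and DMSO without agonist for full effect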
Apaf1 inhib = blocks human Apaf-1 apoptosome activity; reconstituted apoptosome caspase-3 activity, DEVD-Rh110 fluorescence; inhibition, % at 20 µM; O14727; 0.71% of 330,000 active; active means inhibition of at least 40% at 20 µM;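 further: plate controls were DMSO wells for no effect and DEVD-CHO caspase inhibitor wells for full effect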
Target sequence (O14727 whole entry, looked up): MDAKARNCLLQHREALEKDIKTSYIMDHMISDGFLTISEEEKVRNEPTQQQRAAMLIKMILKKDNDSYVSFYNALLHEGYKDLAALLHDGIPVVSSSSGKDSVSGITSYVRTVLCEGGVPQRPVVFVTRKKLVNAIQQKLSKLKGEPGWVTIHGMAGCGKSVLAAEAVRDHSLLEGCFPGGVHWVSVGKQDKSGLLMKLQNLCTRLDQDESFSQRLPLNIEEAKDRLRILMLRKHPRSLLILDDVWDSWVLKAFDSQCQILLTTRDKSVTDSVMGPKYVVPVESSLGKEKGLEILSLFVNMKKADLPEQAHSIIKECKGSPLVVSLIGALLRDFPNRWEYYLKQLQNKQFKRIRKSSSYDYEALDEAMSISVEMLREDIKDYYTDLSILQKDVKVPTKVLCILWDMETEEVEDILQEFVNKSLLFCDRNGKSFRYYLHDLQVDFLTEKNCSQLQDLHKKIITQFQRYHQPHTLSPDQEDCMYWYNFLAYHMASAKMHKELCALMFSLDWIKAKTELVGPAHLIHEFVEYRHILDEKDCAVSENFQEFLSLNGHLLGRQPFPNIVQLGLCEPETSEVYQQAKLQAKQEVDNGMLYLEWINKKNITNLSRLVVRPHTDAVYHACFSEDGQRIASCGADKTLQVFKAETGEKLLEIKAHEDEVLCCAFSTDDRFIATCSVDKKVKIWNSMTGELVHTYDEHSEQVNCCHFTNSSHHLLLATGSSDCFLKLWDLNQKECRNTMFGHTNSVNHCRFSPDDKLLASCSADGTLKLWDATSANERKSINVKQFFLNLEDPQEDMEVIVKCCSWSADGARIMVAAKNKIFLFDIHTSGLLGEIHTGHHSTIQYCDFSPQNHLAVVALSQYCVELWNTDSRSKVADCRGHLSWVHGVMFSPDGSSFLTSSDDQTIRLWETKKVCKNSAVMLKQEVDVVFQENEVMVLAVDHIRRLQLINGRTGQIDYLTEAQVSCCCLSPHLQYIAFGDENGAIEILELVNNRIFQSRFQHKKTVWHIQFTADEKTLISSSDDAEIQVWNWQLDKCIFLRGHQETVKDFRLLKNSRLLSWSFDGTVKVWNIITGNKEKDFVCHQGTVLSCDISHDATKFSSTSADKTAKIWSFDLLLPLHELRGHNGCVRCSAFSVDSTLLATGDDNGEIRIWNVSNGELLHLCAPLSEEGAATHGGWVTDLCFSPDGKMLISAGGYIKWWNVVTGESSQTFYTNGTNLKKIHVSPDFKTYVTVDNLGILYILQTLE
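System – cell-free apoptosome with Apaf-1, procaspase-3 and caspase-9 · Buffer or medium – pH 7.5 Hepes buffer with CHAPS, BSA, DTT · Also added – cytochrome c with DEVD-Rh110 · Times – 30 min compound preincubation, 50 min activation, room temperature · Technique – Rh110 fluorescence intensity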
697 NFkB inh = inhibitors of the PMA/ionomycin-induced NF-kB reporter in 697 B cells | AID 435022 | 0.33% of 330,000 active | 697 B-cell NF-kB luciferase reporter, 16 h | inhibition, % at 4 µM; in the data active means inhibition above about 35%
UBC13 polyUb = inhibitors of human UBC13 polyubiquitin chain formation; TR-FRET; inhibition, % at 20 µM; 0.47% of 330,000 active; in the data active means inhibition above about 45%, passing the limit was not always enough
Gli-Sufu block = blocks Gli-Sufu signaling in a luciferase reporter; Sufu-KO-LIGHT fibroblasts, Gli luciferase reporter luminescence; inhibition, % at 5 µM; 0.74% of 340,000 active; AID 588413;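 active means inhibition above about 55%, limit read from the data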;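 further: 0% = DMSO-treated cells and 100% = wells with medium but no cells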
SENP8 block = blocks the human protease SENP8 | inhibition, % at 10 µM | Q96LD8 | 1.2% of 330,000 active | purified SENP8, Z-RLRGG-aminoluciferin cleavage, luminescence
EBI2 antag = blocks human EBI2 receptor beta-arrestin signaling. EBI2 beta-arrestin recruitment, luminescence, 7a,25-OHC stimulated. 0.81% of 360,000 active. P32249. AID 651636. inhibition, % at 5 µM; in the data active means inhibition above about 38%;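 further: enzyme fragment complementation signal reports receptor beta-arrestin coupling in cells; 0% = agonist plus DMSO wells and 100% = wells without agonist; some results beyond the cut were filed as inactive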
Starred values were filed as active, the others as inactive; x = not tested or not shown. Unless noted, no stated cut-off is given here; in the data, active means inhibition above about 50%; inactive means the rest.

SMILES	Jurkat NFkB inh	CCR6 antag	Apaf1 inhib	697 NFkB inh	UBC13 polyUb	Gli-Sufu block	SENP8 block	EBI2 antag
COc1ccc(NC(=O)/C(C#N)=C/c2ccc(OCCN3CCOCC3)c(OC)c2)c(OC)c1	11	1	7	-1	-6	4	1	-22
COc1ccc(CCNS(=O)(=O)CCNC(=O)c2ccccc2)cc1	4	1	8	7	-3	1	-7	9
Cn1c(=O)c2c(ncn2CC(=O)OCC(=O)Nc2ccccc2Cl)n(C)c1=O	-4	7	-9	-18	8	3	-5	-9
CCOc1ccccc1OCCN1CCCC1	4	1	-6	6	8	32	-5	3
Cc1cc(-c2csc(NC(=O)c3ccc(=O)[nH]c3)n2)c(C)n1Cc1ccco1	5	10	18	17	24	4	4	-9
CCCc1cc(=O)[nH]c(-n2[nH]c3c(c2=O)CCCC3)n1	-4	10	8	8	-21	-28	8	-3
CC(=O)Nc1ccc(N(C(=O)c2ccccn2)C(C(=O)NC2CCCCC2)c2ccc(F)cc2)cc1 (centres undefined)	3	15	1	18	1	48	-1	-2
CC/C(=C\C1CCCCC1)C(NP(=O)(c1ccccc1)c1ccccc1)c1ccccc1 (centres undefined)	23	35	39	7	5	5	-5	-22
Cc1nc2nc[nH]n2c(=O)c1NC(=O)c1c(-c2ccccc2Cl)noc1C	-3	-15	0	1	-1	4	-3	3
COc1ccccc1C1C(C(N)=O)=C(C)Nc2nc(-c3ccccc3Cl)nn21 (centres undefined)	13	-11	-9	11	7	-6	5	-8
C/C(CC(=O)NCc1ccc(Cl)cc1)=N\NC(=O)c1ccccc1F	-3	4	-14	10	6	-13	1	-2
Cc1ccc2sc(-c3ccc(NC(=O)CCN4C(=O)c5ccccc5C4=O)cc3)nc2c1	-96	x	2	-214	-23	x	-1	x
CC(=O)c1ccc(NC(=O)CN(c2c(C)cccc2C)S(C)(=O)=O)cc1	-54	7	-1	-56	-9	-50	-10	-2
COc1cc(OC)cc(-c2nnc(SCc3ccc(C(=O)O)cc3)o2)c1	14	11	-2	-12	5	-12	-2	0
C=CCOc1cccc(C(=O)N2CCCC(Nc3ccc4c(c3)OCCO4)C2)c1 (centres undefined)	8	10	-4	0	1	13	6	7
CN(CC(=O)Nc1ccc(F)c(F)c1F)C(=O)C1CCCC1	-9	5	-10	8	6	5	4	-2
CCOC(=O)c1[nH]c(C)c(C(=O)OCCN2C(=O)c3ccccc3C2=O)c1C	-7	4	7	0	-9	7	0	5
Cc1cc2cc(CCNS(=O)(=O)c3ccc(F)cc3)c(=O)[nH]c2cc1C	-7	4	10	-11	5	-3	2	2
COc1ccc(CN2CC(C(=O)NCCCN3CCCC(C)C3)CC2=O)cc1 (centres undefined)	-5	1	-7	9	7	-4	-2	-2
COC(=O)CCc1nc2ccccc2nc1OC	1	4	-4	15	9	-1	3	-6
CCN1C(=O)N(C)C2(c3ccccc3)N(C)C(=O)N(C)C12c1ccccc1 (centres undefined)	-11	1	15	-19	-5	-1	-7	-2
CCN(C(=O)CSc1nnc(Nc2cccc(C)c2C)s1)C1CCS(=O)(=O)C1 (centres undefined)	5	0	-5	4	6	-5	-1	-15
COc1ccc(-c2noc(CCC(=O)Nc3cccnc3)n2)cc1	2	2	9	1	5	-2	-4	-2
CC(C)CC(=O)Nc1c2c(nn1-c1cccc(Cl)c1)CS(=O)C2 (centres undefined)	-6	4	5	-26	3	1	-6	0
CC(Sc1nncn1C)C(=O)Nc1ccc2ccccc2c1 (centres undefined)	1	1	1	11	4	-7	-3	-2
Later entries
SMILES	Jurkat NFkB inh	CCR6 antag	Apaf1 inhib	697 NFkB inh	UBC13 polyUb	Gli-Sufu block	SENP8 block	EBI2 antag
S=c1[nH]ncn1/N=C/c1cccc(Oc2ccccc2)c1	0	11	15	-37	-13	-3	-6	1
COC(=O)c1ccc2[nH]c3cccc(/C(=C/c4ccccc4)c4ccccc4)c3c2c1	-5	20	23	-5	1	-5	-19	20
O=C(Cn1cc(S(=O)(=O)Cc2cccc([N+](=O)[O-])c2)c2ccccc21)N1CCOCC1	-6	3	-11	2	3	-3	-7	-7
CCSc1nnc(NC(=O)c2c(-c3ccccc3Cl)noc2C)s1	-3	-6	7	9	3	7	-3	-2
CCOC(=O)CCP(=O)(O)C(O)c1ccc(OC)cc1 (centres undefined)	5	12	8	7	2	-17	-6	12
Cc1nn2c(N)csc2nc1=O	-8	x	7	-2	-7	x	3	x
COC(=O)CCC(=O)Nc1cccc(Cl)c1	3	-2	-6	0	-3	10	8	1
CC1(C)SCC(C(=O)O)N1C=O (centres undefined)	-2	-1	-5	10	2	-4	-5	-2
COc1ccc2cc([C@H](C)C(=O)O)ccc2c1	12	0	-3	7	-2	4	-3	0
CCN(CC(=O)Nc1ccc(NC(C)=O)cc1)C(=O)c1cc2ccccc2oc1=O	1	6	-4	1	14	1	4	1
Cc1nc(C(=O)N(C)C)nn1-c1cc(Cl)ccc1Cl	-18	-13	-5	4	-4	0	-19	1
Cc1nn(C)c(C(=O)NNC(=S)NCc2ccccc2)c1Cl	3	17	-21	-7	7	6	-7	2
CNC(=O)CNC(=O)Nc1ccc(C)cc1	1	2	-6	13	8	-2	0	-7
CC(=O)Nc1ccc(S(=O)(=O)c2c(N)n(CCN3CCOCC3)c3nc4ccccc4nc23)cc1	3	-1	-5	0	3	2	-4	7
O=C(N/N=C/c1ccc(O)c(O)c1)C1CC1	1	6	-14	-18	2	11	5	-13
CC1CCCC(C)N1C(=O)Cn1c(SCC(=O)NCc2ccc3c(c2)OCO3)nc2ccccc21 (centres undefined)	1	-16	5	12	-2	-15	4	5
O=C(CN(Cc1ccc2c(c1)OCO2)C(=O)CNS(=O)(=O)c1ccccc1)NCc1ccco1	-3	8	-1	17	1	-5	-6	-11
CSc1ccccc1NC(=O)COC(=O)CSc1ccc(C)cc1	2	10	16	-8	0	0	-8	4
CCS(=O)(=O)c1ccc2oc(SCC(=O)N3c4ccccc4CC3C)nc2c1 (centres undefined)	17	9	-1	16	12	-6	-1	-1
COc1ccc(C(=O)NC2CCN(C(=S)Nc3cc(C)ccc3C)CC2)cc1	-23	-16	-7	-13	0	4	2	2
CCOC(=O)c1[nH]c2cc3c(cc2c1NC(=O)CN1CCC(C)CC1)OCO3	13	7	3	-4	-2	3	-2	0
CSc1nc2ncc3c(n2n1)CC1c2ccccc2CCN1C3=O (centres undefined)	12	3	-3	8	2	7	-10	-10
O=C(O)c1ccc(NC2=C(n3nnc4ccccc43)C(=O)c3ccccc3C2=O)cc1	-2	17	73*	3	-76	-2	46	-15
COc1ccc(Oc2coc3cc(OC(=O)/C=C/c4ccccc4)ccc3c2=O)cc1	35	-5	-2	-42	3	-18	12	-12
COc1ccc(-n2c(=O)c(CCC(=O)N(C)Cc3ccccc3C)nc3ccccc32)cc1	25	22	24	5	12	7	-1	11

Given bar-delimited: 2 of the compounds above
SMILES | Jurkat NFkB inh | CCR6 antag | Apaf1 inhib | 697 NFkB inh | UBC13 polyUb | Gli-Sufu block | SENP8 block | EBI2 antag
CCSc1nnc(NC(=O)c2c(-c3ccccc3Cl)noc2C)s1 | -3 | -6 | 7 | 9 | 3 | 7 | -3 | -2
CCOC(=O)CCP(=O)(O)C(O)c1ccc(OC)cc1 (centres undefined) | 5 | 12 | 8 | 7 | 2 | -17 | -6 | 12

(more compounds)
SMILES	Jurkat NFkB inh	CCR6 antag	Apaf1 inhib	697 NFkB inh	UBC13 polyUb	Gli-Sufu block	SENP8 block	EBI2 antag
O=C(CSc1nc2ccccc2c(=O)[nH]1)NCc1ccc(Cl)cc1	-16	-2	3	7	4	-3	-3	-2
O=C(CCCl)Nc1cc(SCCO)cc([N+](=O)[O-])c1	10	9	-22	7	9	-2	-1	-1
Cc1cc(=O)oc(C)c1C(=O)N1CCN(C)CC1	-3	-2	9	16	-4	-11	-8	-12
COc1ccc(OCCOC(=O)c2nc3nccc(C)n3n2)cc1	1	-2	-12	18	7	-16	-1	3
COc1ccc(/C=N/NC(=O)c2snnc2C)c(OC)c1OC	-2	8	4	-1	-2	-4	-9	-9
CC(C)(C)OC(=O)C[C@H]1C/C=C\C[C@@H](CC(=O)NCCO)C(=O)N[C@H](C(C)(C)C)COC1=O	-6	-5	-9	1	-10	0	-15	6
O=C(CCc1ccc(S(=O)(=O)N2CCOCC2)cc1)N/N=C/c1ccc(O)c(O)c1O	9	22	8	11	10	2	-3	-10
CCOC(=O)C1CCCN(C(=O)c2cc(Nc3ccc(OC)c(OC)c3)nc3ccccc23)C1 (centres undefined)	3	2	21	-23	6	10	1	1
Cc1ccc(C(=O)NCCn2cc(SCC(=O)Nc3cc(C)on3)c3ccccc32)cc1	4	24	10	-54	10	20	3	1
CCN(CC(=O)Nc1ccc(NC(C)=O)cc1)C(=O)Cc1ccccc1F	-5	2	-7	-4	0	1	-1	-3
O=C(NCC(c1cccs1)N1CCOCC1)C1CCN(S(=O)(=O)c2cccc(C(F)(F)F)c2)CC1 (centres undefined)	-22	-2	10	-26	-6	-3	-2	0
CCN(CC)c1ccc(NC(=O)CN2C(=O)CSc3ncccc32)c(C)c1	25	16	0	-14	-5	40	-5	-5
Clc1ccc(Cc2noc(Cc3ccccc3)n2)cc1Cl	-3	13	-6	7	11	23	-1	-12
COc1ccc(CN2CCNC(=O)C2CC(=O)NCC2CCOCC2)cc1C (centres undefined)	-1	9	2	-3	-5	-4	-3	-7
CC(=O)c1cccc(NC(=S)NC(=O)c2cncc(Br)c2)c1	-3	56*	1	-40	1	-15	-13	4
Cc1ccc(S(=O)(=O)N2CCCCC2)cc1NC(=O)c1ccc2ccccc2n1	-31	5	15	-33	-24	-1	-11	-3
Cn1c2ccc(F)cc2c2nnc(SCC(=O)Nc3cccc(O)c3)nc21	0	9	-3	-6	-18	1	-14	-11
O=C(Oc1c(-c2ccccc2)c(=O)n2c3c(cccc13)CC2)c1ccccc1	5	10	12	29	2	-6	1	-8
Cc1cc2ccccc2cc1CN1CCOCC1	-2	-6	-7	1	0	1	9	-2
O=C(Nc1cccc(S(=O)(=O)Nc2ccc(Cl)cc2)c1)c1cc2c(s1)CCCC2	-10	2	28	-27	-10	5	-19	8
Cc1cccc(OCCCC(=O)N2CCCCCC2)c1C	3	14	5	-25	6	-6	-1	14
O=C(Nc1cccc(Cl)c1)C1CCCN(C2=NS(=O)(=O)c3ccccc32)C1 (centres undefined)	5	7	-2	-11	5	11	-4	-5
Cc1cc2c(NS(=O)(=O)c3ccc(F)cc3)cccc2nn1	-11	-7	4	-2	-10	-1	-2	-2
Nc1nnc(CSCc2ccc(Cl)cc2Cl)s1	16	6	-4	-10	0	-4	-4	-7
COc1ccc(C(=O)NCCc2c[nH]c3ccccc23)cc1OC	1	1	0	2	2	1	-2	16
Other compounds:
SMILES	Jurkat NFkB inh	CCR6 antag	Apaf1 inhib	697 NFkB inh	UBC13 polyUb	Gli-Sufu block	SENP8 block	EBI2 antag
Cc1nc(-c2ccccn2)sc1C(=O)Nc1ccc(F)cc1	-10	17	5	1	-8	18	-14	0
CC1(C)NC(=O)N(CC(O)COc2ccccc2C(=O)N2CCCCC2)C1=O (centres undefined)	-14	-12	3	0	-5	-4	-3	-4
CN(C)c1cc[n+](CC(=O)c2cccs2)cc1	-5	-15	-6	0	1	35	0	-16
O=C(c1ccc2nccnc2c1)N1CCN(Cc2ccc3c(c2)OCO3)CC1	13	8	-28	7	-2	-11	-2	3
O=C(Nc1csc([N+](=O)[O-])c1)Nc1ccccc1Cl	28	24	-10	-17	5	5	5	37
COc1ccc(NC(=O)CSc2[nH]c(=O)cc(C)c2C#N)cc1OC	2	6	-18	0	-6	-2	1	-5
CC(=O)c1cc(-c2ccccc2)n(CC(=O)N2CCN(C3CCCC3)CC2)c1C	-16	11	10	-8	-12	-13	-5	1
Cc1ccc(Cn2c(=O)c3ccccc3n3c(SCC(=O)N4CCCCC4C)nnc23)cc1 (centres undefined)	2	19	16	6	-5	1	6	11

Arranged by value in EBI2 antag (largest number first): 3 of the compounds above
| compound | Jurkat NFkB inh | CCR6 antag | 697 NFkB inh | UBC13 polyUb | EBI2 antag |
| --- | --- | --- | --- | --- | --- |
| CC(=O)c1cc(-c2ccccc2)n(CC(=O)N2CCN(C3CCCC3)CC2)c1C | -16 | 11 | -8 | -12 | 1 |
| Cc1nc(-c2ccccn2)sc1C(=O)Nc1ccc(F)cc1 | -10 | 17 | 1 | -8 | 0 |
| CN(C)c1cc[n+](CC(=O)c2cccs2)cc1 | -5 | -15 | 0 | 1 | -16 |

The list is partial, so the mix of outcomes need not match the whole.
